# Screening results deposited in PubChem by several laboratories.
# sPLA2-III inh: human group III sPLA2 inhibitors, primary screen, biochemical, QFRET, BODIPY PC-A2 liposome substrate; hit rate 0.56% among 370,000; inhibition, % at 12.2 µM; Group 3 secretory phospholipase A2 (Homo sapiens), Q9NZ20; AID 743126, 2013; QFRET BODIPY PC-A2 liposome hydrolysis, fluorescence;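 active = inhibition above mean plus 3 SD of compounds lying within the high and low control bounds, cut at about 19% in these data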;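 also: 0% = median of test compound wells and 100% = no enzyme DMSO wells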
# NPR1 activator: GC-A stimulated cGMP production enhancers – HEK293 GC-A cells, cGMP TR-FRET, EC30 ANP, primary screen. 0% at EC30 ANP, 100% saturating ANP. Atrial natriuretic peptide receptor 1 (Homo sapiens), P16066. activation, % at 10 µM. hit rate 0.14% among 370,000; in the data active = activation above about 40%
# GC-B act: human GC-B receptor activators, primary screen, HEK293 GC-B cells, cGMP TR-FRET, EC30 CNP | Atrial natriuretic peptide receptor 2 (Homo sapiens), P20594 | 0% at EC30 CNP, 100% saturating CNP | activation, % at 10 µM | hit rate 0.11% among 370,000 | AID 1920062, 2024;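 active = activation at 10 µM reaching about 35% in either raw or pattern-adjusted values, limit read from the data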
# rCAG RNA binder: binders of r(CAG) RNA repeats, primary screen, biochemical, fluorescence. r(CAG) RNA repeat, TO-PRO-1 dye displacement fluorescence. inhibition, % at 3 µM. hit rate 1.3% among 370,000. AID 651821, 2012;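 active = inhibition above the plate cutoff, the mean of all test compounds on that plate plus 3 SD, cut at about 35% in these data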;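 also: 0% = DMSO alone and 100% = 100 µM mitoxantrone as full dye displacement; higher means more dye released from RNA so lower well fluorescence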
# ADAM10 inh: human ADAM10 inhibitors, primary screen, biochemical, QFRET, HTS | Disintegrin and metalloproteinase domain-containing protein 10 (Homo sapiens), O14672 | recombinant ADAM10, EDANS/DABCYL FRET peptide cleavage, 3 h | inhibition, % at 7 µM | hit rate 0.62% among 370,000;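 active = inhibition above a per-campaign cutoff equal to the mean of compounds falling between control-based bounds plus 3 SD, cut at about 20% in these data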;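 also: 0% = DMSO wells while the 100% control is not disclosed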
# FXN GAA850 act: FXN promoter activators, primary screen, cell-based, luciferase luminescence, HEK293 lucGAA850 | HEK293 lucGAA850 FXN promoter luciferase reporter, 24 h; percent of 10 µM SAHA response | hit rate 0.56% among 360,000 | activation, % at 6 µM | AID 540364, 2011;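 active = activation above the average of all compounds screened plus 3 SD, cutoff fixed separately per campaign, cut at about 7.5% in these data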;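 also: 0% = DMSO wells and 100% = 10 µM SAHA wells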
# ARFGAP1 inhibitor: inhibitors of rat ARFGAP1 GAP activity, primary screen, biochemical, fluorescence polarization, GDP tracer | ADP-ribosylation factor GTPase-activating protein 1 (Rattus norvegicus), Q62848 | Arfgap1-stimulated ARF1 GTP hydrolysis, GDP FP detection | inhibition, % at 16.5 µM | hit rate 0.26% among 360,000;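 active = inhibition above a per-plate limit, mean inhibition of low control wells plus 3 SD, cut at about 25% in these data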;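 also: 0% = DMSO wells with enzyme and 100% = wells lacking Arfgap1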
# Target sequence (Q62848 1-136 limits assumed): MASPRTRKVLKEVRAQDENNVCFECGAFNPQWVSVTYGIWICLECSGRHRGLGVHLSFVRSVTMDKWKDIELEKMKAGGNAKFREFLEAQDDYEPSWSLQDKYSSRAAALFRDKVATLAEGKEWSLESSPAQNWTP
#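 material = rat Arfgap1 catalytic domain, aa 1-136 | also added = human ARF1(Δ1-17)-GTP substrate | compound dosing = one concentration, 16.5 µM, DMSO 1.26% | times = GTP hydrolysis reaction 2 h at 25 °C | measured by = FP, GDP Alexa 633 tracer displaced from anti-GDP antibody, 620/688 nm | evaluation = percent inhibition of Arfgap1-stimulated GTP hydrolysis | replication = single well per compound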
# Tn6 DDE FP: inhibitors of Tn6 peptide binding to fibrin DD(E), primary screen, biochemical, fluorescence polarization, human fibrin, Tn6 probe; Fibrin DD(E) TRITC-Tn6 fluorescence polarization displacement; hit rate 0.21% among 370,000; inhibition, % at 8.3 µM; AID 720509, 2013; Fibrinogen beta chain (Homo sapiens), P02675;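 active = inhibition above a per-campaign cutoff: mean of compounds within control limits plus 3 SD, cut at about 15% in these data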;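 also: 0% = median of all compound wells on the plate and 100% = blocking peptide control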
# Target sequence (P02675 whole entry, looked up): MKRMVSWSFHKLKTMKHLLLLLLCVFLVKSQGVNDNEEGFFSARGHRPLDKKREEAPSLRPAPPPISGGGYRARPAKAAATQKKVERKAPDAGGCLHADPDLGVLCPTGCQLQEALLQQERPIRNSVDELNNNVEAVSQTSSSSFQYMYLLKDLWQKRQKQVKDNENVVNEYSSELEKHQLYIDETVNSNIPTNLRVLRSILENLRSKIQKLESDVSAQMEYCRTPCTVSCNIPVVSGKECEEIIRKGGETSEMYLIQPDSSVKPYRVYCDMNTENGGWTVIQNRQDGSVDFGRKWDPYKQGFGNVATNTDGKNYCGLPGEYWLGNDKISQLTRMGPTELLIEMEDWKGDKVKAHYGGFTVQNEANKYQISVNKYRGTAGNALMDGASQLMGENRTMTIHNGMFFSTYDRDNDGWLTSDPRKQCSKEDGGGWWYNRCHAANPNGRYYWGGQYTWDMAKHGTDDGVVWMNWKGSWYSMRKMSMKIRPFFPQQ
# proKLK7 act: proKLK7 zymogen activators, primary screen, biochemical, fluorescence intensity. hit rate 0.9% among 370,000. AID 652039, 2013. activation, % at 7 µM. purified proKLK7, EDANS-DABCYL substrate fluorescence; 100% is mature enzyme control, 0% vehicle;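 active = activation above the mean of all tested compounds plus 3 SD, computed per campaign excluding outliers beyond control limits, cut at about 13% in these data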
# ASAP1 GAP inh: inhibitors of human ASAP1 ArfGAP activity, primary screen, biochemical, fluorescence polarization. inhibition, % at 16.5 µM. Arf-GAP with SH3 domain, ANK repeat and PH domain-containing protein 1 (Homo sapiens), …. hit rate 0.19% among 360,000. ASAP1-stimulated ARF1 GTP hydrolysis, GDP FP detection; in the data active = inhibition above about 25%;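 also: 0% = vehicle with enzyme and substrate and 100% = no enzyme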
# Target sequence (Q9ULH1 325-724 limits assumed): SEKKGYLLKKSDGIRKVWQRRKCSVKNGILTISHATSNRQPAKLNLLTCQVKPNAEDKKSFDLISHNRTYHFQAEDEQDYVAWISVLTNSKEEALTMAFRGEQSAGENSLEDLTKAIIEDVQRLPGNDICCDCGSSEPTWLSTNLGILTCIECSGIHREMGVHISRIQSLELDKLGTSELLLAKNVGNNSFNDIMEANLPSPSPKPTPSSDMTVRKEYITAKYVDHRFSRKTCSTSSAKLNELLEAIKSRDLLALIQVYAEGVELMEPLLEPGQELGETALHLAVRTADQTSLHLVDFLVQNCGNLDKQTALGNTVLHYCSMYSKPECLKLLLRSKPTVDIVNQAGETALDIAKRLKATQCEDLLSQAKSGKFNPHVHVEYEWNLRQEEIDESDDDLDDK
# Starred values were filed as active, the others as inactive; i = inactive; x = not tested or not shown.
SMILES,sPLA2-III inh,NPR1 activator,GC-B act,rCAG RNA binder,ADAM10 inh,FXN GAA850 act,ARFGAP1 inhibitor,Tn6 DDE FP,proKLK7 act,ASAP1 GAP inh
CCC(C)Sc1nnc(CSc2nc3nc(C)cc(C)n3n2)o1 (configuration not stated),2,7,1,-3,-4,3.0,-4,1,0.3,0
ClCc1nc2ccccc2c2ccccc12,-1,-1,-3,3,-4,0.7,2,-8,0.3,2
CC(C)(C)NC(=O)Cn1c(-c2nonc2N)nc2ccccc21,-3,-1,-5,6,4,-1.8,9,-6,0.9,-3
CCCCOCCCNC(=O)C[C@H]1C[C@@]2(C(=O)OC)C(=C[C@H](C(C)C)O[C@@H]2C2CC2)N(Cc2ccccc2)C1=O,0,-2,-2,0,-5,x,3,2,-0.3,0
CC(=O)c1cccc(-c2ccnc3c2CC(C(=O)NCC2CC2)O3)c1 (configuration not stated),3,-2,-3,2,-5,-3.9,4,4,0.4,5
Cc1cccc(OCc2ccccc2)n1,-3,3,4,1,-2,-1.6,2,1,0.1,3
COc1ccc(Cn2c(=O)[nH]c3cc(C(=O)N4CCN(c5ccc(C(C)=O)cc5)CC4)ccc3c2=O)cc1,1,5,-2,4,3,2.1,5,3,0.3,6
O=C(CNC(=O)c1ccco1)OCc1ccc(C(=O)Oc2ccccc2)cc1,-9,3,5,-7,7,3.6,-8,6,0.2,2
CCCCc1c(O)nc(SCC(=O)N2CCOCC2)[nH]c1=O,4,4,5,1,3,-1.7,-2,2,0.0,0
CCOC(=O)c1[nH]c(C)c(C(=O)Nc2ccc(C)c(Cl)c2)c1C,-16,-11,-5,4,-5,-1.5,-3,5,0.0,0
O=C(C1CCC1)N1CCc2cc(S(=O)(=O)NCc3ccccn3)ccc21,0,0,-3,-3,0,1.5,12,0,0.0,-1
Cc1ccc(NC(=O)CN(C)CC(=O)Nc2ccc(N3CCOCC3)cc2)c([N+](=O)[O-])c1,6,-2,3,-7,-3,3.4,-7,-6,-0.1,-5
O=C(c1cccs1)N1CCN=C1SCc1ccc(F)cc1,5,0,-2,-2,-9,1.7,3,-1,-0.4,-3
CCCc1c(O)nc(SCC(=O)O)[nH]c1=O,4,-1,5,-1,-1,-0.6,-8,-9,1.0,-16
C=C(C)Cn1c2ccc(NC(=O)NCc3ccc(F)cc3)cc2c(=O)n1C,8,-3,2,0,i,-0.2,12,-12,30*,-9
CCNC(=S)NS(=O)(=O)c1ccccc1,6,8,8,1,2,-3.5,-5,14,0.2,3
O=C(Oc1cccc(NC(=O)c2ccco2)c1)c1ccc(Br)c(S(=O)(=O)N2CCCCC2)c1,-12,-1,6,16,28*,0.0,12,-1,0.7,1
COC(=O)c1c(C(=O)OC)c(-c2ccc(C)cc2)n2c1CS(=O)C2 (configuration not stated),2,3,-11,-2,-8,-3.1,1,0,0.1,4
CCCOc1cc(C)c(S(=O)(=O)NCc2cccs2)cc1C,-34,1,1,-2,15,-1.0,-13,-8,-0.3,2
Cc1ccc(NC(=O)c2cc(S(=O)(=O)N3CCC4(CC3)OCCO4)ccc2F)cc1,-12,2,0,-2,5,-1.4,9,4,-0.3,-4
CCCNCCC(c1ccco1)c1ccccc1OC (configuration not stated),-1,-7,-14,2,7,0.5,-5,4,-0.8,3
COc1ccc(CNC(=O)C2CCN(S(=O)(=O)c3ccc(-c4nn[nH]n4)cc3)CC2)cc1,-14,0,-2,13,0,2.0,-1,-1,-0.3,0
N#Cc1nc(Cc2cccc3ccccc23)oc1N1CCC(C(N)=O)CC1,-6,-1,-5,-1,2,0.8,0,-3,-0.1,-2
COc1ccc(-c2ccc(=O)n(CC(=O)Nc3cccc(O)c3)n2)cc1OC,-6,0,-2,12,-6,5.8,-1,-5,0.1,-4
CC(=O)Nc1ccc(NC(=S)NC(=O)c2ccc([N+](=O)[O-])c(C)c2)cc1,5,-2,-3,0,-2,1.6,-3,2,-0.3,8

# Nine successive records out of the list so far:
SMILES,sPLA2-III inh,NPR1 activator,GC-B act,rCAG RNA binder,ADAM10 inh,FXN GAA850 act,ARFGAP1 inhibitor,Tn6 DDE FP,proKLK7 act,ASAP1 GAP inh
Cc1ccc(NC(=O)CN(C)CC(=O)Nc2ccc(N3CCOCC3)cc2)c([N+](=O)[O-])c1,6,-2,3,-7,-3,3.4,-7,-6,-0.1,-5
O=C(c1cccs1)N1CCN=C1SCc1ccc(F)cc1,5,0,-2,-2,-9,1.7,3,-1,-0.4,-3
CCCc1c(O)nc(SCC(=O)O)[nH]c1=O,4,-1,5,-1,-1,-0.6,-8,-9,1.0,-16
C=C(C)Cn1c2ccc(NC(=O)NCc3ccc(F)cc3)cc2c(=O)n1C,8,-3,2,0,i,-0.2,12,-12,30*,-9
CCNC(=S)NS(=O)(=O)c1ccccc1,6,8,8,1,2,-3.5,-5,14,0.2,3
O=C(Oc1cccc(NC(=O)c2ccco2)c1)c1ccc(Br)c(S(=O)(=O)N2CCCCC2)c1,-12,-1,6,16,28*,0.0,12,-1,0.7,1
COC(=O)c1c(C(=O)OC)c(-c2ccc(C)cc2)n2c1CS(=O)C2 (configuration not stated),2,3,-11,-2,-8,-3.1,1,0,0.1,4
CCCOc1cc(C)c(S(=O)(=O)NCc2cccs2)cc1C,-34,1,1,-2,15,-1.0,-13,-8,-0.3,2
Cc1ccc(NC(=O)c2cc(S(=O)(=O)N3CCC4(CC3)OCCO4)ccc2F)cc1,-12,2,0,-2,5,-1.4,9,4,-0.3,-4

# (continued)
SMILES,sPLA2-III inh,NPR1 activator,GC-B act,rCAG RNA binder,ADAM10 inh,FXN GAA850 act,ARFGAP1 inhibitor,Tn6 DDE FP,proKLK7 act,ASAP1 GAP inh
O=C(Cc1ccccc1)N1CCN(c2ccccc2F)CC1,5,1,5,-4,3,0.8,5,-3,-0.4,4
COc1ccc(CNC(=O)c2ccc(CS(=O)(=O)c3ccc(OC)cc3)o2)cc1,0,0,-5,-1,-4,-0.3,9,-1,0.9,10
CNC(=O)NC(=O)CSc1nc2sccc2c(=O)n1-c1ccccc1,-3,-3,5,4,-7,1.6,5,9,-0.3,5
COc1ccc(Cl)cc1CNC[C@H]1O[C@@H](n2cnc3c(=O)[nH]c(N)nc32)[C@H](O)[C@@H]1O,8,6,10,4,0,x,-8,-2,0.2,-8
CC(C)=C1SC(N2CCN(c3ccc(Cl)cc3)CC2)=NC1=O,-3,-8,0,-5,3,1.2,-4,5,0.6,-10
O=C1c2ccccc2S(=O)(=O)c2cc(C(=O)N3CCCC3)ccc21,12,1,4,-1,-4,0.6,6,-2,0.5,0
CCCCNC(=O)NS(=O)(=O)c1ccc(NC(=O)C(NC(N)=O)C(C)CC)cc1 (configuration not stated),6,1,3,6,-9,2.3,11,-8,-0.3,-11
CCOc1ccc(C(C)(C)C)cc1S(=O)(=O)Nc1ccncc1,-71,6,3,0,-1,-1.0,10,3,0.4,-2
COc1ccc(CC(NC(C)=O)C(=O)NC2CCN(c3c(Cc4ccccc4)c(C)nc4ncnn34)CC2)cc1OC (configuration not stated),12,1,2,-8,1,x,8,0,0.1,-8
COC(=O)C(C(=O)OC)[C@H]1C=C[C@@H](C(=O)NS(=O)(=O)c2ccc(C)cc2)N(C(C)=O)C1,5,1,6,10,-5,x,x,7,-0.3,x
COc1ccc(/C=C2\Sc3ccc(C(=O)NCCN4CCCCCC4)cc3N(C)C2=O)cc1,-12,0,-3,9,-1,2.8,1,-9,-1.1,4
CC1(NS(=O)(=O)c2ccc(Cl)s2)CCS(=O)(=O)C1 (configuration not stated),0,0,2,5,-20,1.3,2,3,0.1,5
Cc1ccc2nc(-c3cccnc3)cc(C(=O)Nc3ccccc3[N+](=O)[O-])c2c1,6,-5,-4,6,-22,-5.1,1,-9,-0.9,4
Cc1ccccc1N(CC(=O)NC1CCCC1)C(=O)c1csnn1,0,-2,1,-4,0,-0.9,-9,10,0.0,-2
CCc1ccc(CN2C(=O)c3ccccc3C2C(=O)NC(C)CC)cc1 (configuration not stated),17,1,1,4,-5,0.8,18,-1,-0.9,5
Cc1ccc(C(=O)Nc2ccc3c(c2)OCCO3)o1,2,-1,0,-1,-7,3.3,2,1,-0.1,-2
O=C(CN(Cc1ccccc1)S(=O)(=O)c1ccc(F)cc1)NCc1cccnc1,-1,2,-1,-9,-8,0.2,12,1,0.3,-11
Cc1cccc(OCC(=O)Nc2cc(S(=O)(=O)N3CCCCC3)ccc2N2CCN(C)CC2)c1,-10,4,5,-6,13,-1.1,6,-3,0.7,-14
NS(=O)(=O)c1ccc(NC(=O)c2ccc(COc3ccccc3)o2)cc1,-2,-4,-5,4,2,0.0,11,1,0.1,9
OCC1(Cc2ccccc2)CCN(C2CCN(c3ccccc3F)CC2)CC1,-17,-3,0,-10,4,-1.6,1,-2,-0.2,-7
CC(/C=C/c1ccc(O)cc1)=N/O,-3,-1,0,0,3,1.4,-9,-2,-1.0,-21
Cc1cccn2c(=O)c(C(=O)NCCCN3CC(C)CC(C)C3)c(O)nc12 (configuration not stated),1,1,-1,2,-127,-1.4,-5,-3,1.6,8
Cc1cc(C)n2nc(C(=O)N3CCCC(Nc4ccc(C(C)C)cc4)C3)cc2n1 (configuration not stated),-2,-1,2,-2,-57,1.1,-16,5,0.5,-4
COc1cc(/C=C2/C(=O)ON=C2C)ccc1OCc1cccc(F)c1,-7,53*,38*,-2,-8,5.5,-9,9,0.0,-2
O=C(c1cc2ccccc2o1)N1CCN(Cc2nc3ccccc3s2)CC1,10,6,-4,2,-22,1.5,26*,-9,0.5,11
Cc1cc(C)n(-c2ccc(C(=O)OC(C)C)cc2)n1,1,4,-2,-9,-3,4.7,-1,7,-0.2,8
Cc1cc(C)nc(-n2nc(C)c3c(C(F)(F)F)cc(=O)[nH]c32)n1,7,-1,-1,-1,-8,0.4,-11,2,-0.4,16
